# sdo1 growth – growth rescue of sdo1-depleted yeast, primary screen, S. cerevisiae, bone marrow failure model. S. cerevisiae sdo1-depleted JHY4D growth rescue, OD600 30 h; active compounds read high; pdr5 snq2 efflux-pump mutant strain. z-score at 10 µM. actives 0.21% (n = 140,000). AID 817, 2007;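 active = z-score above 3 at both the 24 hr and the 30 hr optical density reads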;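 also: z-score against mean and SD of all compound wells on the same plate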
# INS promoter inh – inhibitors of insulin promoter-driven GFP, primary screen, imaging, TRM-6 cells (human fetal islet line), eGFP reporter, cell count; actives 0.9% (n = 130,000); inhibition, % at 2 µM; AID 1273, 2008; reporter expression induced with tamoxifen;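 active = inhibition above the mean plus 3 SD, with well images judged a real hit on visual review, cut at about 60% in these data, passing the limit was not always enough; inconclusive = inhibition over the cutoff but images rejected on review; inactive = inhibition not above the cutoff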
# sdo1 growth Rescue 24 h – also measured in sdo1 growth; calls as there; z-score; S. cerevisiae sdo1-depleted JHY4D growth rescue, OD600; measured here: growth rescue at 24 h;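 0 is the plate mean of compound wells and units are plate SD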
# * hit, by the source's call; ? = inconclusive; · = not tested or not shown; [ ] = another dose, or the depositor's remark. An excerpt; count on the stated rates, not on these rows.
# Values run as follows: sdo1 growth | sdo1 growth Rescue 24 h | INS promoter inh
- Cc1cccc(OCCCSc2nc3ccccc3[nH]2)c1
  -1.6 | -1.2 | ·
- Cc1c(OCc2ccccc2)c(=O)ccn1Cc1ccccc1
  -0.65 | -0.53 | -3
- COc1cc(NS(=O)(=O)c2ccc(NC(=O)c3ccco3)cc2)nc(OC)n1
  0.05 | -0.29 | -5
- COc1ccc(C(=O)Nc2nc(-c3ccc(OC)cc3)c(-c3ccc([N+](=O)[O-])cc3)s2)cc1
  0.22 | 0.14 | -75
- COC(=O)c1ccc(Cl)c(NC(C)=O)c1
  -0.48 | -0.57 | -40
- Cc1ccc(S(=O)(=O)NC(CC(=O)O)c2ccccc2)cc1 (configuration not stated)
  -0.16 | -0.62 | -13
- O=C(CN(Cc1cccs1)C(=O)CNC(=O)c1ccco1)NC1CCCCC1
  1.6 | -0.08 | ·
- Cc1ccc(N2C(=O)CCC2(C(N)=O)c2ccccc2)cc1 (configuration not stated)
  · | · | 10
- O=C(O)CC1=C(Nc2ccccc2)C(=O)N(c2ccccc2)C1c1ccc(F)cc1 (configuration not stated)
  -0.2 | -1.3 | 29
- COc1cccc(N=CC2=C(O)CCCC2=O)c1
  · | · | 23
- O=C(CSCc1ccc(F)cc1)Nc1nc2c(s1)CCCC2
  -0.29 | 0.18 | -33
- C=CCNC(=O)C1CC(=O)N(c2ccc(OCC(=O)Nc3ccc(C)cc3)cc2)C1 (configuration not stated)
  0.61 | 0.53 | ·
- CCSc1ccccc1C(=O)N1CCCC1
  -0.11 | -0.5 | 10
- CCc1cccc(CC)c1NC(=O)COC(=O)CCc1cc(OC)c(OC)c(OC)c1
  0.54 | -0.22 | ·
- Cc1cc(NC(=O)CCCC(=O)OCC(F)(F)C(F)F)cc(C)c1C(=O)O
  1.1 | 0.23 | 14
- CCC1=NN2C(=N)/C(=C\c3cccn3-c3ccc(C)cc3C)C(=O)N=C2S1
  · | · | 33
- Cn1c(SCc2ccc(Cl)cc2)nnc1C1CC1
  · | · | 0
- COc1cccc(C(=O)Nc2cc([N+](=O)[O-])ccc2N2CCN(C)CC2)c1
  1.2 | 1.4 | ·
- O=S(=O)(c1cnc[nH]1)N1CCN(c2ccccc2)CC1
  -0.24 | -1.1 | ·
- O=C(Cc1ccccc1)Nc1ccc(CN2CCOCC2)cc1
  0.4 | 0.68 | -6
- CCc1ccc(NC(=S)NC2CC3CCC(C2)N3Cc2ccco2)cc1 (configuration not stated)
  0.09 | -0.24 | -27
- N#CCSc1nnc(Nc2ccccc2)s1
  -0.7 | -1.8 | 5
- COc1ccc(CNC(=O)C2CCCN2S(=O)(=O)c2ccccc2)cc1 (configuration not stated)
  0.12 | -0.54 | ·
- COc1cccc(S(=O)(=O)Nc2ccc(C(=O)Nc3ccncc3)cc2)c1
  1.3 | 1.2 | 14
- CCOC(=O)c1c(C(=O)OCC)c(C)n(N2C(=O)CSC2=S)c1C
  1.2 | 1.5 | 33
- COc1ccccc1Oc1ncnc2c1cnn2-c1ccccc1
  · | · | 25
- O=C(CNC(=O)Cc1ccccc1)NCC(=O)OCc1ccccc1
  -0.65 | -1.6 | -69
- COCCn1c(=O)[nH]c2cc(C(=O)NCCN3CCN(c4cccc(Cl)c4)CC3)ccc2c1=O
  0.41 | 0.57 | 24
- Cc1cccc(C)c1OCc1n[nH]c(=S)n1N
  · | · | 18
- CN(C)c1cccc(C(=O)OCC(=O)N(Cc2ccccc2)C2CCS(=O)(=O)C2)c1 (configuration not stated)
  · | · | -17
- CCCN(CC(=O)Nc1ccc(C)cc1Br)CC(=O)Nc1ccc(F)c(F)c1F
  -1.5 | -1.5 | ·
- Cn1nccc1C(=O)Nc1ccc(OC(=O)c2ccnn2C)cc1
  -0.25 | -1.1 | -38
- CC1CC(C)(C)NC(C)c2ccccc21 (configuration not stated)
  -0.16 | -0.61 | ·
- Cc1cnc(C(=O)Nc2ccc(F)c(F)c2)cn1
  0.98 | 0.48 | ·
- COC(=O)c1cccc(NC(=O)C2C3CCC(C3)C2C(=O)O)c1 (configuration not stated)
  0.06 | -0.49 | 0
- O=C(CSc1ccc(Cl)cc1)Nc1ccc(-c2nc3ccccc3[nH]2)cc1
  -0.6 | -0.93 | 2
- CCC(C#CCN1CCCCC1)(CC)OCCC#N
  1.3 | 0.91 | -67
- Cc1nnc(SCC(=O)Nc2nc(-c3ccccc3)cs2)n1N
  0.78 | 0.45 | ·
- COc1ccc(NC(=O)C(c2cc3c(cc2[N+](=O)[O-])OCO3)N(C)c2ccccc2)cc1 (configuration not stated)
  -0.51 | -0.82 | -11
- Cc1cc(/C=C2\SC(=Nc3ccc(N4CCOCC4)cc3)N(C)C2=O)c(C)n1-c1cccnc1
  -0.91 | 0.09 | 47
- CC(C)Cc1[nH]c(=O)c(C#N)c2c1CCCC2
  0.06 | 0.23 | 14
- O=C(CN1CCCC1)NC1C2CC3CC(C2)CC1C3 (configuration not stated)
  0.13 | -0.06 | -71
- O=C(CN1CCN(S(=O)(=O)c2ccccc2)CC1)Nc1ccc(Cl)c(Cl)c1
  -1.3 | -1.7 | -49
- Cn1cccc1C(=O)NC(=O)CSc1cccc[n+]1[O-]
  -0.39 | -0.33 | -3
- COc1cc(C)ccc1OCCOc1cc(C)ccc1Cl
  -1.3[12.2 µM] | -1.2 | -38
- O=C1CC(c2ccccc2)CC2=C1CN(C1CCCCC1)CN2 (configuration not stated)
  0.37 | -0.15 | ·
- CCOC(=O)CSC(=S)NC(=O)c1ccc(OC)cc1
  1.1 | 1.2 | -18
- NC(=O)C1CCN(c2ccc(C(F)(F)F)cc2[N+](=O)[O-])CC1
  2.2[10.3 µM] | 2.4 | -21
- C/C(=N/OCC(=O)Nc1ccc(C)cc1C)c1cccs1
  -0.73 | -0.87 | -11
- CC1CCC/C(=C\Nc2ccccc2C(=O)O)C1=O (configuration not stated)
  0.77 | 0.63 | ·
- COC(=O)Cc1ccc(N(Cc2ccccc2F)S(=O)(=O)c2ccc(C)cc2)cc1
  0.27 | -0.78 | -50
- COc1ccccc1OCc1ccc(C(=O)OCC2CCCO2)o1 (configuration not stated)
  1.6 | 1.8 | -74
- CCOC(=O)c1ccc2nc(C(F)(F)F)[nH]c(=O)c2c1
  -0.07 | -0.19 | 29
- CN=Cc1sc2ccccc2c1O
  0.85 | -0.1 | -50
- COc1ccc(C(CC(=O)Nc2cc([N+](=O)[O-])ccc2OC)c2ccccc2)cc1 (configuration not stated)
  0.13 | 0.23 | ·
- CSc1nc(NC(C)(C)C)nc(Oc2ccc(=O)n(C)n2)n1
  1.1 | 0.9 | 54
- COc1ccc(-c2nnc3sc(COc4ccccc4)nn23)cc1
  -1.4 | -0.51 | -15
- COc1ccc(OC)c(S(=O)(=O)NCCC(C)C)c1
  · | · | 0
- COc1cc(CNCc2ccccc2)c(Br)cc1OC1CCCC1
  · | · | 40
- CC(=O)c1c(NC(=O)C(C)C)nc(C)nc1-c1ccccc1
  -0.01 | -0.53 | ·

# (next part)
molecule,sdo1 growth,sdo1 growth Rescue 24 h,INS promoter inh
CSc1ccc(NC(=O)NCCCN2CCN(c3ccccc3F)CC2)cc1,-0.5,-0.85,33
O=C1C(NS(=O)(=O)c2ccc(Cl)cc2)=C(N2CCCCC2)C(=O)c2ccccc21,-0.9,-1,·
C#CCOC(=O)C(NC(=O)c1ccccc1)=C1CCCCC1,0.32,0.53,-29
COc1ccc(CCNC(=O)Cn2nnc(-c3ccccc3F)n2)cc1OC,0.07,-0.13,10
Cc1ccc(OCc2nc(-c3ccccn3)no2)cc1,0.65,0.77,0
Cc1nc2ccccc2c(=O)n1/N=C/c1ccc(O)cc1,-0.64,-0.97,·
O=C(O)c1ccc(-c2ccccc2)[nH]1,1.1,1.3,10
Clc1ncnc2scc(-c3ccc(Br)cc3)c12,-1.1,-0.21,41
CCCCN(CC)CCNC(=O)CNC(=O)Cn1ccc2ccccc2c1=O,·,·,-8
O=c1nc(/C=C/c2cc([N+](=O)[O-])ccc2Cl)cc(C(F)(F)F)[nH]1,0.6,-0.01,33

# A stretch from further up, as a working copy:
molecule,sdo1 growth,sdo1 growth Rescue 24 h,INS promoter inh
CCCCN(CC)CCNC(=O)CNC(=O)Cn1ccc2ccccc2c1=O,·,·,-8
O=c1nc(/C=C/c2cc([N+](=O)[O-])ccc2Cl)cc(C(F)(F)F)[nH]1,0.6,-0.01,33

# The list continues:
molecule,sdo1 growth,sdo1 growth Rescue 24 h,INS promoter inh
Cc1ccc(C(=O)NCC(=O)OCC(=O)Nc2ccccc2[N+](=O)[O-])cc1,-0.25,-0.36,44
CCn1c(SCC(=O)NCC2CCCO2)nnc1-c1ccc(S(=O)(=O)N2CCN(C)CC2)cc1 (configuration not stated),·,·,17
CN1C(=O)CC(C(=O)O)SC1=Nc1ccc(F)cc1 (configuration not stated),0.13,0.38,-425
CC(=O)Nc1sc(/C(C#N)=C/c2ccc(Cl)c(Cl)c2)nc1-c1ccc(C)cc1,-0.94,-0.17,-223
Cc1cc(NC(=O)CSc2nc3ccccc3c(=O)n2CCCC(=O)NCc2ccccc2)n[nH]1,-0.04,-0.86,14
CCCC(=O)N(CCc1ccccc1)Cc1nc2ccccc2c(=O)[nH]1,-0.53,-1.2,·
O=C(COC(=O)c1ccccc1C(=O)N1CCN(c2ccccc2)CC1)Nc1ccccc1,·,·,-64
COc1ccc(C(=O)NC(CC(=O)O)c2cc([N+](=O)[O-])ccc2Cl)c(SC)c1 (configuration not stated),·,·,0
CCOCCCNC(=O)C(c1ccc(C)cc1)N(Cc1ccc2c(c1)OCO2)C(=O)c1cnccn1 (configuration not stated),0.47,0.78,53
COc1ccc2nc(NC(=O)CNS(=O)(=O)c3cccs3)sc2c1,-0.78,-1.3,19
CC(C)C(OC(=O)c1ccco1)C(=O)NCc1cccs1 (configuration not stated),-0.19,-1,16
CC(=O)N(CN1C(=O)C2C3C=CC(C3)C2C1=O)c1cccc(Cl)c1 (configuration not stated),·,·,9
COc1ccc(OC)c2c1C(=O)c1ccccc1C2=O,0.85,0.25,·
Cc1ccc(S(=O)(=O)c2cc3ccccc3oc2=Nc2ccc3c(c2)OCCO3)cc1,0.35,0.3,-21
CCOC(=O)Cc1csc(NC(=O)c2ccc(S(=O)(=O)N3CCCCC3)cc2)n1,0.74,0.84,36
COc1ccc(C2C=C(C)Nc3nc(SC)nn32)cc1 (configuration not stated),-0.04,-0.85,·
O=C(COC(=O)c1cccnc1Nc1cccc(C(F)(F)F)c1)NC1CCS(=O)(=O)C1 (configuration not stated),-0.06,-0.79,41
CCOC(=O)COc1nc(OC)nc(N2CCOCC2)n1,-0.03,-0.97,·
CCC(=O)N1CCc2cc(S(=O)(=O)CCC(=O)Nc3ccc(OC)c(OC)c3)ccc21,·,·,-21
COc1cc(/C=C(\NC(=O)c2ccccc2)C(=O)NCC(=O)O)c([N+](=O)[O-])cc1OC,1.4,1.7,0

# The closing seven compounds of the section before are carried over, then new ones follow.
molecule,sdo1 growth,sdo1 growth Rescue 24 h,INS promoter inh
Cc1ccc(S(=O)(=O)c2cc3ccccc3oc2=Nc2ccc3c(c2)OCCO3)cc1,0.35,0.3,-21
CCOC(=O)Cc1csc(NC(=O)c2ccc(S(=O)(=O)N3CCCCC3)cc2)n1,0.74,0.84,36
COc1ccc(C2C=C(C)Nc3nc(SC)nn32)cc1 (configuration not stated),-0.04,-0.85,·
O=C(COC(=O)c1cccnc1Nc1cccc(C(F)(F)F)c1)NC1CCS(=O)(=O)C1 (configuration not stated),-0.06,-0.79,41
CCOC(=O)COc1nc(OC)nc(N2CCOCC2)n1,-0.03,-0.97,·
CCC(=O)N1CCc2cc(S(=O)(=O)CCC(=O)Nc3ccc(OC)c(OC)c3)ccc21,·,·,-21
COc1cc(/C=C(\NC(=O)c2ccccc2)C(=O)NCC(=O)O)c([N+](=O)[O-])cc1OC,1.4,1.7,0
O=C(CSc1nnc(-c2ccncc2)n1CC1CCCO1)NCc1ccccc1 (configuration not stated),0.72,0.03,8
O=C(c1cccc(S(=O)(=O)N2CCOCC2)c1)N1CCCC1,1.3,1.2,·
Cc1ccc(-n2nc(C)c3c2OC(N)=C(C#N)C3c2ccncc2)cc1 (configuration not stated),-0.66,-1.2,·
O=C(CCN1c2ccccc2Sc2ccccc21)Oc1ccccc1,-0.18,-0.36,31
Cc1nnc(C)n1/N=C/c1ccc2c(c1)OCCO2,1.6,1.8,17
Cc1cc(C)c2c(N)c(C(=O)c3ccc(Cl)cc3Cl)sc2n1,-1.1,-0.46,·
CCOC(=O)C1CCN(S(=O)(=O)c2ccc3c(c2)CCCN3C(C)=O)CC1,-0.17,-0.38,·
Cc1noc(N)c1C(=O)Nc1ccccc1F,0.12,-0.09,14
CCC(=O)NCc1c(Cl)cccc1-n1cccc1,-0.43,-1.2,18
Oc1ccc(Br)cc1-c1cc(-c2ccccc2)n[nH]1,-2.4,-1.2,69
COc1ccc(F)cc1C(=O)C1CCCN(C(=O)CCc2ccccn2)C1 (configuration not stated),·,·,-35
Cc1cc(C(=O)Nc2ccccc2)oc1C,0.34,-0.11,19
Nc1nnc(SCC(=O)N2CCN(c3cccc(Cl)c3)CC2)n1-c1ccccc1,0.55,0.38,-48
N#CC1=C(N)SC2(CCCCC2)SC1c1ccccc1 (configuration not stated),0.68,0.51,-9
COC(=O)c1cc(S(=O)(=O)N2CCOCC2)c(Cl)cc1N1CCOCC1,0.55,0.18,21
CS(=O)(=O)N(Cc1ccc(C(=O)NN=C2CCCC2)cc1)c1ccccc1,0.25,-0.7,4
CC(C)N1CCc2c(sc(NC(=O)c3ccc(S(=O)(=O)N4CCOCC4)cc3)c2C#N)C1,0.73,0.3,?

# Assay outcomes deposited in PubChem BioAssay by several laboratories.
